Rv3671c protease: Rv3671c (M. tuberculosis) protease inhibition; P9WHR9; inhibition, % at 5.96 µM; hit rate 0.048% among 320,000; AID 2606; in the data active means inhibition above about 38%;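 further: extracellular domain of Rv3671c used as enzyme; 0% = enzyme with DMSO and 100% = no enzyme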
Target sequence (P9WHR9 whole entry, looked up, the tested form may be a part): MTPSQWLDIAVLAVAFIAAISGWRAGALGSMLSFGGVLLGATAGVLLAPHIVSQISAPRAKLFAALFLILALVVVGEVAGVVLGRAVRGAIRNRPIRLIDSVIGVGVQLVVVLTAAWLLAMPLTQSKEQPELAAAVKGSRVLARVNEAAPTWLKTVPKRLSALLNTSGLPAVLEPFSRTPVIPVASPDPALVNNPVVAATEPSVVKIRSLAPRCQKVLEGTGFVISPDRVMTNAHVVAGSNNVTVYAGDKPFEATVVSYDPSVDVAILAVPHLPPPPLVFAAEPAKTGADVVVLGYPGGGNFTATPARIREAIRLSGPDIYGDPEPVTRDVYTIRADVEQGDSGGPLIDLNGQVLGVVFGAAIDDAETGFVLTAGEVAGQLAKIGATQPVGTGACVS
SSB-PriA inh: K. pneumoniae PriA-SSBct interaction inhibition; AlphaScreen SSBct-PriA binding, biotinylated peptide; inhibition, % at 33 µM; hit rate 0.6% among 430,000; AID 1272365; in the data active means inhibition mostly above about 37%, no sharp cut-off; inactive means mostly below about 20%;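 further: plate controls were negative control peptide for no effect and reference peptide for full effect; strong numbers were not always called active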
SARS 3CLpro inh: SARS-CoV 3CLpro protease inhibition; hit rate 0.14% among 290,000; P0C6X7; inhibition, % at 6 µM; recombinant SARS-CoV 3CLpro, quenched FRET peptide cleavage; AID 1706; in the data active means inhibition above about 12%
Yp Topo-I inh: blocks Yersinia pestis topoisomerase I activity | Y. pestis Topo-I cleavage product accumulation, plate reader | activity, % at 10 µM | hit rate 0.064% among 360,000; in the data active means activity above about 50%, passing the limit was not always enough; further: inactives centre near 2
TcdB GH inh: TcdB glycohydrolase inhibition; AID 652162; hit rate 0.24% among 350,000; TcdB glycohydrolase enzymatic assay, plate reader; inhibition, % at 9.99 µM; in the data active means inhibition above about 10%
BH1578 lux ind: quorum light induction in luxS cqsA deficient V. cholerae; V. cholerae BH1578 lux reporter, luminescence, 6 h; activation, % at 18.7 µM; hit rate 0.16% among 350,000; AID 588436; in the data active means activation mostly above about 9.7%, no sharp cut-off; further: not every result past the cut was called active; inactives centre near 0; reference of the scale not given here
VHR inh abs: DUSP3 (human) phosphatase inhibition. AID 1654. recombinant VHR phosphatase, pNPP absorbance. hit rate 0.52% among 290,000. inhibition, % at 13.3 µM; in the data active means inhibition above about 50%; further: some compounds called inactive have numbers as strong as hits
Target sequence (P51452 whole entry, looked up): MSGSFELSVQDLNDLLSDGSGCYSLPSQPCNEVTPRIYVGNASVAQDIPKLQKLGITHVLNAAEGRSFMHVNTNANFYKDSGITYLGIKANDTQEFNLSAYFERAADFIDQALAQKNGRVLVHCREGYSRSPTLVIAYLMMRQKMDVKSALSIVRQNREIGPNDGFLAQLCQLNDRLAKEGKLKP
MazEF act: increases E. coli MazEF RNase cleavage of RNA; FAM/BHQ RNA-DNA oligo cleavage fluorescence, 5 h; activation, % at 20 µM; hit rate 0.32% among 350,000; AID 504720; in the data active means activation above about 50%
Target sequence (P0AE70 whole entry, looked up): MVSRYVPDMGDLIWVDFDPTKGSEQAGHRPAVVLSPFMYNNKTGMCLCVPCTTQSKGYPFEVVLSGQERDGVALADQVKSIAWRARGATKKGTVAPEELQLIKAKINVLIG
CCHFV vOTU inh: blocks the CCHF virus ovarian tumor domain protease; hit rate 0.55% among 370,000; AID 651958; inhibition, % at 11.5 µM; CCHFV vOTU protease, Pep-AMC fluorescence; in the data active means inhibition above about 30%; further: 0% = vehicle wells with enzyme and 100% = no enzyme wells
PrPC TRFRET: reduces human prion protein on the cell surface; AID 720596; cell surface PrPC, TR-FRET read-out; P04156; hit rate 0.43% among 370,000; inhibition, % at 13.8 µM; in the data active means inhibition above about 24%; further: 0% = median of the test wells and 100% = reference compound wells
* marks the source's active call; other numbers are inactive results; i = inactive; · = no result given; & = joins results of further samples. This is a subset; count on the stated rates, not on these rows.

Preview, two compounds:
SMILES	Rv3671c protease	SSB-PriA inh	SARS 3CLpro inh	Yp Topo-I inh	TcdB GH inh	BH1578 lux ind	VHR inh abs	MazEF act	CCHFV vOTU inh	PrPC TRFRET
CC1=C(C(=O)Nc2ccc(C)cc2C)C(c2ccc(C)o2)NC(=O)N1 (stereo not given)	-1	6	-1	5	·	i	-2	1	-3	-2
Cc1ccc(C2NC(C(=O)O)CS2)cc1 (stereo not given)	-4	·	1	·	3.3	·	-3	·	11	-3

The whole of this part, from the first entry:
SMILES	Rv3671c protease	SSB-PriA inh	SARS 3CLpro inh	Yp Topo-I inh	TcdB GH inh	BH1578 lux ind	VHR inh abs	MazEF act	CCHFV vOTU inh	PrPC TRFRET
CC1=C(C(=O)Nc2ccc(C)cc2C)C(c2ccc(C)o2)NC(=O)N1 (stereo not given)	-1	6	-1	5	·	i	-2	1	-3	-2
Cc1ccc(C2NC(C(=O)O)CS2)cc1 (stereo not given)	-4	·	1	·	3.3	·	-3	·	11	-3
CC(C)NC(=O)COC(=O)c1cncc(Br)c1	-9	0	6	-8	0.7	-0.3	22	-4	-5	7
O=C1NC(c2ccccc2)Oc2ccccc21 (stereo not given)	·	-8	-5	6	0.6	i	-5	6	-23	3
CCCc1ccc(S(=O)(=O)N2CCN(C(=O)CN3C(=O)NC(C)(C4CC4)C3=O)CC2)cc1 (stereo not given)	·	·	·	12	-0.6	0.9	·	-4	0	-5
O=C(NCC1CCCO1)C(=O)NCC(c1ccco1)N1CCN(c2ccccc2)CC1 (stereo not given)	0	6	-3	5	0.1	-0.4	-4	3	-9	0
CC1O[C@@H](OC2C(O)C(O)C(CO)O[C@H]2OC2C[C@]3(C)C(CC(O)C4[C@@H]([C@]5(C)CC[C@@H](C(C)(C)O)O5)CC[C@]43C)[C@@]3(C)CCC(O)C(C)(C)C23)C(O)C(O)C1O (stereo not given in full)	-2	4	·	13	-0.1	i	·	6	-7	-5
Cc1[nH]n(-c2ccccc2)c(=O)c1C(c1ccc(O)c([N+](=O)[O-])c1)c1c(C)[nH]n(-c2ccccc2)c1=O	-48	-18	6	-8	·	-18	·	4	70*	-7
Cc1cc(C)c(C(=O)C(C)OC(=O)C2=COCCO2)cc1C (stereo not given)	1	-10	4	4	0.2	-12	14	-1	2	-9
c1ccc(Cn2ncc3c(N4CCN(c5ccccc5)CC4)ncnc32)cc1	·	·	·	41	-0.3	0.1	·	·	22	2
COc1ccc2[nH]c3c(=O)n(CCCCCC(=O)NCCC(C)C)c(=S)[nH]c3c2c1	-1	0	2	1	0.7	i	23	1	-8	3
O=C(COc1ccc(Cl)cc1)NNC(=O)c1ccc2c(=O)n3c(nc2c1)CCC3	-8	-3	·	-2	-2.5	-0.6	·	5	2	1
CCOC(=O)C1CCCN(C(=O)c2ccc(F)c(Cl)c2)CC1 (stereo not given)	·	·	·	7	-1.0	-0.7	·	·	0	-2
O=C(Nc1ccc(N2CCOCC2)c(Cl)c1)c1ccc(Cl)cc1	4	-16	5	1	22*	i	4	8	11	-8
Cc1ccc(-c2nnc(N(C)C(=O)c3cccnc3)s2)cn1	1	-16	-1	1	·	-0.2	21	5	5	4
Cc1ccc(-c2nn[nH]n2)o1	1	-14	2	-2	·	-0.7	2	2	8	5
Cc1ccccc1CN1CCN(CC(=O)NCc2ccccc2)C1=O	3	0	-4	5	1.4	-0.2	20	-3	-1	4
O=C(N(c1ccccc1)c1ccccc1)n1ccnc1	-7	7	3	2	·	-27	25	3	1	-5
CCOC(=O)C1=C(c2ccccc2)N=C2SCC(=O)N2C1c1ccc(OCC)c(OCC)c1 (stereo not given)	5	-2	-2	15	·	-1.3	6	10	6	-3
CC1=C(C(=O)N2CCOCC2)C(c2cc(C)cs2)NC(=O)N1 (stereo not given)	-11	4	-3	14	·	-2.0	-10	10	6	4
Cc1cc(Br)cc(C)c1NC(=O)c1ccccc1[N+](=O)[O-]	-4	6	4	3	·	-0.7	-6	-15	12	-14
C/C(=N/Nc1ccccc1C(=O)O)c1cccs1	6	·	5	-3	-2.2	-0.3	4	10	-1	5
Cc1ccc(C(=O)OCC(=O)c2cc(C)n(CC3CCCO3)c2C)cc1 (stereo not given)	0	6	-3	27	16*	i	12	-1	-4	1
CCCOc1ccc(N2CC(C(=O)Nc3ccccc3OC)CC2=O)cc1 (stereo not given)	1	-5	-3	11	-6.4	-0.4	-1	9	0	3
Cc1cc(NC(=O)C(C)Oc2ccc(Cl)cc2Cl)n(-c2ccccc2)n1 (stereo not given)	1	-29	-3	16	·	-6.7	12	0	-15	2
O=c1oc2ccccc2c(N2CCCCC2)c1[N+](=O)[O-]	-2	-12	-2	2	2.1	-0.6	2	-3	4	-2
CCOC(=O)C1(CC2CCCCO2)CCN(Cc2ccc(OC)cc2F)CC1 (stereo not given)	5	2	-2	10	0.5	-0.7	13	11	-16	-6
O=C(C1CC1)N1CCN(c2nc3ccccc3s2)CC1	3	-2	9	-2	·	i	8	-4	18	1
Cc1ccc(C(=O)OCC(=O)NC(=O)Cc2ccccc2)c(O)c1	-9	-26	-2	-3	1.1	-0.7	-24	1	-2	2
COc1cccc(N2CCN(C(=O)CNC(=O)c3sc4ccccc4c3Cl)CC2)c1	2	-2	3	15	0.3	i	27	4	9	5
COCCCNS(=O)(=O)c1ccc2c3c(cccc13)C(=O)S2	4	1&-6	5	0	·	i	-14	1	0	-44
CCCC(=O)Nc1cc(C(=O)O)ccc1S(=O)(=O)c1ccc(C)cc1	-1	0	-3	-5	·	-0.3	-11	0	-30	0
O=C(OCc1c(F)cccc1Cl)c1cccc(S(=O)(=O)N2CCOCC2)c1	-4	-18	·	42	-0.2	-1.8	·	-2	2	0
Cc1cc(/C=C2\C(=O)NC(=O)N(c3ccc(Cl)cc3)C2=O)c(C)n1-c1cccc(C(=O)O)c1	-7	-4	-1	3	-3.6	-0.6	·	-11	6	1
Cc1cc(Cl)ccc1C(O)c1ncc(-c2ccccc2C(F)(F)F)[nH]1 (stereo not given)	·	·	·	-1	1.4	i	·	·	-13	6
COc1ccc(C2Nc3ccccc3C(=O)N2O)cc1OC (stereo not given)	4	-2	-2	-3	·	-1.1	17	4	11	1
Cn1c(CC(O)c2nc3ccccc3n2C)nc2ccccc21 (stereo not given)	·	·	·	0	1.3	-11	·	0	-18	-7
CC(C)OC(=O)[C@H]1[C@H](c2ccc(Cl)cc2)[C@@](C#N)(C(N)=O)[C@@H]2C=CC(C(N)=O)=CN21	·	-23	1	-4	·	i	6	-1	·	·
COc1ccccc1/C=N/NC(=O)C(=O)Nc1ccccc1OC(F)(F)C(F)F	-13	·	5	4	0.2	-0.5	8	-3	23	-2
CC(C)CCNC(=O)c1cc(S(=O)(=O)N2CCCCC2)ccc1N1CCOCC1	-2	-1	0	17	1.7	i	7	-3	-8	-2
O=C(N/N=C/c1ccc[nH]1)c1cc(-c2cccs2)nc2ccccc12	-4	·	7	2	0.7	-0.5	5	27	7	-10
CCN1CCN(C(=S)Nc2ccc(Cl)c(Cl)c2)CC1	4	-21	6	0	1.0	-0.4	-4	8	-2	2
O=C(c1ccco1)N1CCN(S(=O)(=O)c2ccc(Cl)cc2)CC1	6	-26	-5	1	-4.3	-0.8	14	7	3	10
COc1ccc(NC(=O)COC(=O)c2ccc(OCc3ccc(Cl)cc3Cl)c(OC)c2)c(OC)c1	3	-21	1	0	0.1	-0.1	5	-8	0	2
O=S(=O)(Cc1ccccc1)Cc1cnc(Cl)s1	5	-4	2	9	-0.1	-0.6	13	0	-4	2
Cc1ccc(S(=O)(=O)NNC(=O)c2ccncc2)cc1	-6	-7	3	-4	·	i	12	3	-10	-3
CCN(CC)S(=O)(=O)c1ccc(C(=O)NNC(=O)c2csc(N3CCOCC3)n2)cc1	9	6	·	-1	3.5	-0.6	·	-1	10	-3
COC(=O)c1ccccc1NC(=O)Nc1cc(C)ccn1	-2	-5	-4	1	0.5	i	14	5	-4	-6
COc1ccc2nc(N3C(=O)C(O)=C(C(=O)c4ccco4)C3c3ccccc3OC)sc2c1 (stereo not given)	3	6	7	16	0.9	-0.3	6	2	14	4
O=C(COC(=O)c1cncc(Br)c1)NC1CCCCC1	8	-9	-4	1	-0.8	-0.4	23	3	6	0
New compounds follow:
SMILES	Rv3671c protease	SSB-PriA inh	SARS 3CLpro inh	Yp Topo-I inh	TcdB GH inh	BH1578 lux ind	VHR inh abs	MazEF act	CCHFV vOTU inh	PrPC TRFRET
COc1ccccc1C(=O)NCC(c1ccco1)N1CCc2ccccc21 (stereo not given)	-9	16	·	23	-1.0	-0.2	·	2	7	8
CC(C)c1c(C(=O)N/N=C/c2ccoc2)nnn1-c1nonc1N	-4	·	-10	-12	0.0	i	6	4	16	6
O=C1/C(=C/c2ccncc2)SC(=S)N1Cc1ccccc1	5	-1	9	11	-0.6	-0.4	9	13	-4	1
CS(=O)(=O)c1nc2ccccc2n1Cc1ccccc1	-1	-3	-1	-5	·	i	30	5	-1	4
OC(c1ccc(F)c(F)c1)c1nc(-c2cccs2)cs1 (stereo not given)	·	·	·	2	1.6	-0.7	·	·	7	-9
c1ccc(-n2nnnc2NC2CCCCCC2)cc1	-2	-9	5	4	0.8	-0.5	10	-5	2	19
Cc1nn(C)c(C(=O)Nc2ccc(Cn3cccn3)cc2)c1[N+](=O)[O-]	-1	-8	-1	8	·	-12	9	15	-8	-7
COC(=O)c1ccc(C(=O)OC)c(NS(=O)(=O)c2ccc(NC(C)=O)cc2)c1	-5	-11	-2	-7	·	-5.0	33	1	-68	8
Cc1ccc(NC(=S)N2CCN(c3ncccn3)CC2)c(C)c1	-11	-6	-1	3	3.4	-0.2	27	-1	-2	-2
Cn1nc(C(=O)NCCc2ccc(S(N)(=O)=O)cc2)c2ccccc2c1=O	1	-2	-2	2	1.0	i	36	3	1	4

Looked up one by one from the list above, two records:
SMILES	Rv3671c protease	SSB-PriA inh	SARS 3CLpro inh	Yp Topo-I inh	TcdB GH inh	BH1578 lux ind	VHR inh abs	MazEF act	CCHFV vOTU inh	PrPC TRFRET
CCCOc1ccc(N2CC(C(=O)Nc3ccccc3OC)CC2=O)cc1 (stereo not given)	1	-5	-3	11	-6.4	-0.4	-1	9	0	3
CC(C)c1c(C(=O)N/N=C/c2ccoc2)nnn1-c1nonc1N	-4	·	-10	-12	0.0	i	6	4	16	6

The list goes on.
SMILES	Rv3671c protease	SSB-PriA inh	SARS 3CLpro inh	Yp Topo-I inh	TcdB GH inh	BH1578 lux ind	VHR inh abs	MazEF act	CCHFV vOTU inh	PrPC TRFRET
Cc1cc(Nc2cccc(Cl)c2Cl)n2ncnc2n1	·	10	2	-4	-12	0.4	20	-24	-5	10
Cc1[nH][nH]c(=O)c1C(c1cc([N+](=O)[O-])ccc1O)c1c(C)[nH][nH]c1=O	-17	1	5	3	-2.3	-0.6	8	-6	-2	-3
COC(=O)c1c(NC(=O)C(C)C)sc(C(=O)N2CCOCC2)c1C	0	-5	0	2	0.0	-0.3	47	24	5	0
COC(=O)[C@@]1(C)[C@H]2C(=O)N(Cc3ccccc3)C(=O)[C@H]2[C@H]2CN=C(SCc3ccc(C#N)cc3)N21	·	-6	·	15	1.2	-2.0	·	-1	-4	-3
CC(C)[C@@H](C(=O)N1CCNCC1)n1cc(CCO)nn1	5	-4	-9	8	0.5	i	21	8	-4	1
C[C@]1(C(=O)NCc2cc(F)cc(C(F)(F)F)c2)C=C[C@@H](Cc2ccccc2)N1C(=O)c1ccccc1	-4	-10	5	6	1.4	-0.2	20	1	12	5
CCCNC(=O)CCCCn1c(=S)[nH]c2c([nH]c3ccc(OC)cc32)c1=O	-3	-5	2	-4	2.4	0.7	13	4	-8	4
Cc1ccc(CNS(=O)(=O)c2cc3c4c(c2)C(C)C(=O)N4CCC3)cc1 (stereo not given)	-13	5	-1	5	-1.4	i	7	1	-6	3
CC1=CC2=NC(=O)/C(=C/c3cccs3)C(=N)N2O1	-4	-1	6	4	-0.2	0.0	4	5	-8	-6
CC1(C(=O)NCC2CCOCC2)Cc2c(-c3cccc(C(N)=O)c3)ccnc2O1 (stereo not given)	·	·	·	-6	1.2	i	·	·	5	-1
Cc1ccc2oc(=O)n(Cc3ccc(F)cc3)c2c1	-9	-4	-2	7	·	-8.3	-10	4	·	·
